Screens as filed in PubChem BioAssay.
CAL PDZ FP-1: blocks peptide binding to human CAL PDZ domain; Q9HD26; purified CAL PDZ, TMR-peptide fluorescence polarization, 1 h; inhibition, % at 20 µM; hit rate 0.02% among 330,000; AID 504414;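 active means highest replicate inhibition of at least 40%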;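 further: plate controls were DMSO neutral control wells for no effect and unlabeled competitor peptide control wells for full effect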
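Test system: tagged CAL PDZ domain / Buffer or medium: sodium phosphate/NaCl buffer pH 7.4 with TCEP, IgG, Thesit / Reagent: TMR-labelled reporter peptide T*-PRC34 bound in PDZ groove / Compound dosing: single point, 20 µM / Schedule: 1 h incubation at room temperature before polarization reading / Technique: fluorescence polarization (mP) / Benchmarks: unlabelled peptide, DMSO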
Keap1-Nrf2 PPI: Keap1-Nrf2 (human) interaction inhibition | Q14145 | Keap1 Kelch-Nrf2 peptide fluorescence polarization, 1536-well | inhibition, % at 9.4 µM | hit rate 0.15% among 340,000 | AID 504523; in the data active means inhibition above about 12%;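 further: human Keap1 Kelch domain with fluorescein labeled Nrf2 9mer peptide probe; 0% = neutral control wells and 100% = peptide positive control; higher means more block of Keap1 binding to Nrf2 peptide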
Target sequence (Q14145 whole entry, looked up, the tested form may be a part): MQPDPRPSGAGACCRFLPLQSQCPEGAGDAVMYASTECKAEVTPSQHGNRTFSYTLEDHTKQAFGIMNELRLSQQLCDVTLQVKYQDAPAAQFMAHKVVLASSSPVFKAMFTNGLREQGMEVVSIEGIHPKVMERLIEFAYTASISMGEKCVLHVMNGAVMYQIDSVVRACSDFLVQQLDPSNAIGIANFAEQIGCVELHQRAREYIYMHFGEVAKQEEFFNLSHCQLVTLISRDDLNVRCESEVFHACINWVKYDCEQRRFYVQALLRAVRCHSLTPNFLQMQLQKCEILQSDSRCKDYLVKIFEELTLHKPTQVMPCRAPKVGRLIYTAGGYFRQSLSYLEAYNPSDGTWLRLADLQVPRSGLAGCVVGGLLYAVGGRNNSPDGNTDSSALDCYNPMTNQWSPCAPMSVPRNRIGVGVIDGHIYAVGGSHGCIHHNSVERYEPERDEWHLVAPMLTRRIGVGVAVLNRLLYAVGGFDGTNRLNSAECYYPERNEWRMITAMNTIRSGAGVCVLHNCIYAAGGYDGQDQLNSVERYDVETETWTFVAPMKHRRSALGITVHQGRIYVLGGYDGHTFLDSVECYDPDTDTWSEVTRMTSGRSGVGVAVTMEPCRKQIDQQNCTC
PKA-R2B act: activators of human PKA-R2B complex | PKA-R2B holoenzyme dissociation, Cy5-IP20 fluorescence polarization; R2B truncated from residue 108, S112A mutant; 0% DMSO only, 100% 113 µM cGMP | activation, % at 11.4 µM | hit rate 0.079% among 340,000 | AID 504700;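 active means activation above a cutoff set at the mean over all compounds plus 3 SD, cut at about 18% in these data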;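 further: higher means more holoenzyme dissociation and a rise in polarization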
Rtt109 Vps75: inhibitors of Candida albicans Rtt109/Vps75 histone acetyltransferase; purified Rtt109/Vps75, ThioGlo CoA-SH fluorescence, 4 h; inhibition, % at 34.9 µM; hit rate 0.16% among 330,000;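 active means inhibition of at least 50% in every replicate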
Target sequence (Q5AAJ8 whole entry, looked up): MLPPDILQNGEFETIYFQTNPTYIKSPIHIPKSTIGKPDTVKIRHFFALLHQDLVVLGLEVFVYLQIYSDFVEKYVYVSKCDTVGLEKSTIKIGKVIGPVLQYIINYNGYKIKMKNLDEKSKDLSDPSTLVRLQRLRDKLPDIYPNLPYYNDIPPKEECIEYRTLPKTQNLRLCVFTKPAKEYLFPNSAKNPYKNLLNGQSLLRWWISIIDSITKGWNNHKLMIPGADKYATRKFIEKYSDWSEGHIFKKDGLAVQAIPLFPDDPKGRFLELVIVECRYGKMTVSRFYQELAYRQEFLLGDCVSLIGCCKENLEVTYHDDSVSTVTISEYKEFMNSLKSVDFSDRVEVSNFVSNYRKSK
cardiac RTF act: cardiac RTF calcium sensitization; AID 493008; P19429+P45379; activation, % at 7.2 µM; IANBD-labeled TnC RTF fluorescence at EC20 calcium; 0% EC20 calcium, 100% full calcium; hit rate 0.24% among 340,000;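 active means activation above the mean over all tested compounds plus 3 SD, cut at about 30% in these data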;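 further: rise in fluorescence read as greater calcium sensitivity of cardiac thin filaments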
Cardiac RTF inh: cardiac RTF calcium desensitization. hit rate 0.12% among 340,000. IANBD-labeled cardiac RTF, Ca2+ fluorescence. inhibition, % at 7.15 µM;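 active means inhibition above the mean inhibition of all tested compounds plus 3 SD, cut at about 17% in these data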;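 further: assay run at fixed EC70 calcium of 1.6 mM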
DAGLB inh: blocks human DAGLB lipase activity; Q8NCG7; AID 504411; HEK293T DAGLB membrane lysate, EnzChek fluorogenic substrate; inhibition, % at 5.17 µM; hit rate 0.059% among 340,000; in the data active means inhibition above about 34%;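 further: 0% = enzyme with vehicle and 100% = wells lacking enzyme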
SR-BI DiI-HDL act: SR-BI HDL lipid transfer activation; CHO ldlA[mSR-BI] cells, DiI-HDL uptake fluorescence, 3 h; 100 = double the neutral-control signal; activation, % at 12.5 µM; hit rate 0.096% among 320,000; AID 504775;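 active means mean replicate activation of at least 60% and every replicate at or above 60%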;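 further: 0% = median plate neutral-control signal and 100% = twice that signal; values of inactives mirror those of a sister screen read the other way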
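Test system: SR-BI-overexpressing, LDLR-lacking CHO cells. Measured by: DiI fluorescence, bottom read. Medium: Ham's F12 with 0.5% BSA, HEPES 25 mM, pH 7.4. Timing: 3 h uptake period with compound, 37 °C.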
CAL PDZ FP-2: inhibitors of human CAL PDZ peptide binding. Q9HD26. purified CAL PDZ, TMR-peptide fluorescence polarization, 1 h. inhibition, % at 24.9 µM. hit rate 0.92% among 300,000. AID 602252;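 active means mean inhibition of at least 30% with at least half of replicates also reaching 30%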;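 further: 0% = DMSO neutral control and 100% = excess unlabeled competitor peptide PRC23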
LANA DNA inh: KSHV C-LANA DNA binding inhibition; inhibition, % at 9 µM; MBP-C-LANA/FAM-LBS DNA binding, fluorescence polarization; hit rate 0.078% among 340,000; AID 504423;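 active means highest replicate inhibition at or above 60% at 9 µM, even if other replicates fall short; inactive means all replicates below 60% inhibition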;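 further: 0% = neutral control wells and 100% = 4 µM acridine orange control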
Numbers without * were called inactive.

For Cn1c(-c2ccccc2)cnc1NCc1ccc(-c2ccccc2)cc1 the results were CAL PDZ FP-1 -1.9, Keap1-Nrf2 PPI -6.8, PKA-R2B act -12.0, Rtt109 Vps75 0.5, cardiac RTF act -2.3, Cardiac RTF inh 1.8, DAGLB inh 1.4, SR-BI DiI-HDL act 23.6, CAL PDZ FP-2 4.4 and LANA DNA inh -2.8.
`CCOC(=O)c1sc2nc(C)nc(NCc3ccccc3OC)c2c1C` gave CAL PDZ FP-1 0.0, Keap1-Nrf2 PPI -1.7, PKA-R2B act -2.4, Rtt109 Vps75 -3.0, cardiac RTF act 4.4, Cardiac RTF inh -2.2, DAGLB inh -3.8, SR-BI DiI-HDL act -33.5 and LANA DNA inh -1.4.
Screening Cc1ccc2oc(=O)n(Cc3ccccc3)c2c1 returned CAL PDZ FP-1 0.2, Keap1-Nrf2 PPI 0.0, PKA-R2B act 11.0, Rtt109 Vps75 2.6, cardiac RTF act 5.7, Cardiac RTF inh -5.4, DAGLB inh -10.9, SR-BI DiI-HDL act -11.5, CAL PDZ FP-2 -2.9 and LANA DNA inh -3.0.
For C#CCSc1nnc(CNS(=O)(=O)c2ccc(Br)cc2)n1C the results were CAL PDZ FP-1 -0.8, Keap1-Nrf2 PPI -6.4, PKA-R2B act -7.3, Rtt109 Vps75 -11.1, cardiac RTF act -0.4, Cardiac RTF inh -7.2, DAGLB inh 0.5, SR-BI DiI-HDL act 33.8, CAL PDZ FP-2 29.5 and LANA DNA inh 1.8.
Screening COC(=O)CSc1nnc(CNC(=O)c2cccc(C)c2)n1-c1ccccc1OC returned CAL PDZ FP-1 -2.3, Keap1-Nrf2 PPI 0.2, PKA-R2B act 3.6, Rtt109 Vps75 4.7, cardiac RTF act 4.4, Cardiac RTF inh -4.4, DAGLB inh 2.9, SR-BI DiI-HDL act 22.8 and LANA DNA inh -1.2.
Cc1ccccc1NS(=O)(=O)c1ccc(C2CNC(=O)C2)cc1 (stereo unspecified) was read as CAL PDZ FP-1 -0.6, Keap1-Nrf2 PPI -6.8, PKA-R2B act 2.2, Rtt109 Vps75 -8.8, cardiac RTF act -2.0, Cardiac RTF inh -3.3, DAGLB inh -3.0, SR-BI DiI-HDL act -7.5, CAL PDZ FP-2 0.6 and LANA DNA inh -1.0.
`COc1ccc(CSCC(=O)NN=C2CCN(C)CC2)cc1` gave CAL PDZ FP-1 0.6, Keap1-Nrf2 PPI -3.2, PKA-R2B act -4.2, Rtt109 Vps75 -2.2, cardiac RTF act 1.7, Cardiac RTF inh -4.6, DAGLB inh -1.3, SR-BI DiI-HDL act 24.8, CAL PDZ FP-2 2.3 and LANA DNA inh 0.5.
O=[N+]([O-])c1cccc(/C=C/c2ccc3cccc(O)c3n2)c1 was read as CAL PDZ FP-1 -0.2, Keap1-Nrf2 PPI 1.8, PKA-R2B act -3.8, Rtt109 Vps75 2.3, cardiac RTF act -8.8, Cardiac RTF inh 0.9, DAGLB inh 0.9, SR-BI DiI-HDL act -36.6, CAL PDZ FP-2 -2.2 and LANA DNA inh -0.5.
c1ccc2c(c1)oc1c(NCc3ccc4c(c3)OCO4)ncnc12 was read as Keap1-Nrf2 PPI 5.7, PKA-R2B act -12.8, Rtt109 Vps75 6.8, cardiac RTF act -1.4, Cardiac RTF inh -11.2, DAGLB inh -3.4, SR-BI DiI-HDL act 9.3, CAL PDZ FP-2 -0.8 and LANA DNA inh -1.6.
`COc1ccc(C(CC(=O)O)c2cc(OC)c(OC)c(OC)c2)cc1OC` (stereo unspecified) gave CAL PDZ FP-1 0.3, Keap1-Nrf2 PPI -3.4, PKA-R2B act -4.4, Rtt109 Vps75 -5.8, cardiac RTF act 4.4, Cardiac RTF inh -0.3, DAGLB inh -2.6, SR-BI DiI-HDL act 430.4*, CAL PDZ FP-2 -2.3 and LANA DNA inh -0.9.
For Cc1cc(NC(=O)COc2cccc(C)c2C)no1 the results were CAL PDZ FP-1 -0.5, Keap1-Nrf2 PPI -3.6, PKA-R2B act -6.6, Rtt109 Vps75 9.0, cardiac RTF act 0.8, Cardiac RTF inh -4.2, DAGLB inh -2.4 and LANA DNA inh 0.4.
For COc1ccc(NC(=O)CN(C2CCCCC2)S(C)(=O)=O)cc1Cl the results were CAL PDZ FP-1 -1.5, Keap1-Nrf2 PPI 1.0, PKA-R2B act 6.0, Rtt109 Vps75 -6.3, cardiac RTF act 0.6, Cardiac RTF inh -19.2, DAGLB inh -3.7, SR-BI DiI-HDL act 17.4 and LANA DNA inh 1.2.
COc1ccc(CNC(=O)CC(C)CC2=NS(=O)(=O)c3ccccc3N2)cc1 (stereo unspecified) was read as CAL PDZ FP-1 -0.2, Keap1-Nrf2 PPI 2.8, PKA-R2B act 4.1, Rtt109 Vps75 -4.3, cardiac RTF act 1.8, Cardiac RTF inh -1.8, DAGLB inh -0.7, SR-BI DiI-HDL act 24.3 and LANA DNA inh -0.6.
`COc1ccc2ccc3cccc[n+]3c2c1` gave CAL PDZ FP-1 -1.6, Keap1-Nrf2 PPI 0.5, PKA-R2B act -1.3, Rtt109 Vps75 -8.0, cardiac RTF act 1.3, Cardiac RTF inh -4.6, DAGLB inh -1.5, SR-BI DiI-HDL act 3.6, CAL PDZ FP-2 -0.1 and LANA DNA inh 1.2.
For CCN(c1ccccc1)S(=O)(=O)c1ccc(NCC2COc3ccccc3O2)nc1 (stereo unspecified) the results were CAL PDZ FP-1 -0.4, Keap1-Nrf2 PPI -4.1, PKA-R2B act -12.3, Rtt109 Vps75 7.1, cardiac RTF act -2.3, Cardiac RTF inh -5.0, DAGLB inh -6.1, SR-BI DiI-HDL act -11.3, CAL PDZ FP-2 -1.2 and LANA DNA inh 0.2.
C#CCN1C=CC(=O)[C@@H](O)[C@H]1c1ccccc1Br was read as CAL PDZ FP-1 -0.2, Keap1-Nrf2 PPI 2.0, PKA-R2B act 5.2, Rtt109 Vps75 4.4, cardiac RTF act -1.3, Cardiac RTF inh 2.6, DAGLB inh -2.1, SR-BI DiI-HDL act 4.9, CAL PDZ FP-2 -1.4 and LANA DNA inh -1.6.
C#CCOCCOCCOCCNc1nc(N2CCN(C(=O)[C@H](CCCCN)n3cc([C@@H](N)CC(N)=O)nn3)CC2)nc(N2CCN(C(=O)[C@H](CCCCN)n3cc([C@@H](N)CC(N)=O)nn3)CC2)n1 was read as CAL PDZ FP-1 -0.6, Keap1-Nrf2 PPI -5.4, PKA-R2B act 2.0, Rtt109 Vps75 14.3, cardiac RTF act 7.1, Cardiac RTF inh -1.6, DAGLB inh -2.6, SR-BI DiI-HDL act 9.0, CAL PDZ FP-2 -3.7 and LANA DNA inh -2.7.
For COc1ccc(CCNC(=O)Cn2cnc3sc(C)c(-c4ccc(F)cc4)c3c2=O)cc1OC the results were CAL PDZ FP-1 -2.1, Keap1-Nrf2 PPI -8.1, PKA-R2B act -0.9, Rtt109 Vps75 2.7, cardiac RTF act 6.1, Cardiac RTF inh -14.4, DAGLB inh -0.1, SR-BI DiI-HDL act -35.6 and LANA DNA inh -1.3.
`Cc1ccccc1C(=O)Nc1ccnn1C1CCN(CC2CC=CCC2)CC1` (stereo unspecified) gave CAL PDZ FP-1 -3.4, Keap1-Nrf2 PPI 0.8, PKA-R2B act -10.3, Rtt109 Vps75 -5.1, cardiac RTF act -4.8, Cardiac RTF inh -1.5, DAGLB inh 0.6, SR-BI DiI-HDL act 1.7, CAL PDZ FP-2 -6.1 and LANA DNA inh 1.5.
Screening CCOc1ccc(N(CC(=O)Nc2ccc(OC)cc2)S(C)(=O)=O)cc1 returned CAL PDZ FP-1 -0.8, Keap1-Nrf2 PPI 3.1, PKA-R2B act 5.1, Rtt109 Vps75 -10.1, cardiac RTF act -6.2, Cardiac RTF inh -6.8, DAGLB inh -2.6, SR-BI DiI-HDL act 26.6 and LANA DNA inh 0.0.

Three entries picked at random from the list so far:
For C#CCSc1nnc(CNS(=O)(=O)c2ccc(Br)cc2)n1C the results were CAL PDZ FP-1 -0.8, Keap1-Nrf2 PPI -6.4, PKA-R2B act -7.3, Rtt109 Vps75 -11.1, cardiac RTF act -0.4, Cardiac RTF inh -7.2, DAGLB inh 0.5, SR-BI DiI-HDL act 33.8, CAL PDZ FP-2 29.5 and LANA DNA inh 1.8.
c1ccc2c(c1)oc1c(NCc3ccc4c(c3)OCO4)ncnc12 was read as Keap1-Nrf2 PPI 5.7, PKA-R2B act -12.8, Rtt109 Vps75 6.8, cardiac RTF act -1.4, Cardiac RTF inh -11.2, DAGLB inh -3.4, SR-BI DiI-HDL act 9.3, CAL PDZ FP-2 -0.8 and LANA DNA inh -1.6.
For Cc1cc(NC(=O)COc2cccc(C)c2C)no1 the results were CAL PDZ FP-1 -0.5, Keap1-Nrf2 PPI -3.6, PKA-R2B act -6.6, Rtt109 Vps75 9.0, cardiac RTF act 0.8, Cardiac RTF inh -4.2, DAGLB inh -2.4 and LANA DNA inh 0.4.

(list continues)
For CCOC(=O)c1ccc(NC(=O)c2cc(C)nc3ccccc23)cc1 the results were CAL PDZ FP-1 -1.2, Keap1-Nrf2 PPI -5.0, PKA-R2B act -12.8, Rtt109 Vps75 -0.2, cardiac RTF act -3.5, Cardiac RTF inh 0.7, DAGLB inh 0.2, SR-BI DiI-HDL act -13.9 and LANA DNA inh -1.4.
Cc1cc(NC(=O)CSc2nc3cc(Cl)ccc3c(=O)n2Cc2ccco2)no1 was read as CAL PDZ FP-1 -0.9, Keap1-Nrf2 PPI 0.3, PKA-R2B act 4.5, Rtt109 Vps75 -3.3, cardiac RTF act 2.0, Cardiac RTF inh -2.6, DAGLB inh -0.2, SR-BI DiI-HDL act -8.0, CAL PDZ FP-2 2.0 and LANA DNA inh -1.5.
O=C(N/C(=C\c1ccccc1)C(=O)N1CCOCC1)c1ccc(Br)o1 was read as CAL PDZ FP-1 0.6, Keap1-Nrf2 PPI -5.0, PKA-R2B act -7.8, Rtt109 Vps75 1.8, cardiac RTF act -1.3, Cardiac RTF inh -16.5, DAGLB inh -1.7, SR-BI DiI-HDL act 9.1, CAL PDZ FP-2 -3.5 and LANA DNA inh -0.8.
For O=C1N=C(N2CCOCC2)S/C1=C/c1cccs1 the results were CAL PDZ FP-1 -0.6, Keap1-Nrf2 PPI 1.4, PKA-R2B act 11.4, Rtt109 Vps75 23.7, cardiac RTF act 7.5, Cardiac RTF inh -0.3, DAGLB inh 0.9, SR-BI DiI-HDL act 5.0, CAL PDZ FP-2 -3.8 and LANA DNA inh -2.8.
